eIF4E 4G PPI: eIF4E–eIF4G protein interaction inhibitors, primary screen, biochemical, uHTS, TR-FRET, eIF4GI fragment. Eukaryotic translation initiation factor 4E (Mus musculus) + Eukaryotic translation …. TR-FRET eIF4E-eIF4GI(517-606) binding, 2 h. inhibition, % at 21.7 µM. 220,000 tested, 0.37% active;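 further: 0% = full FRET control wells and 100% = background wells lacking eIF4GI fragment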
Rad51 HR inh: human RAD51 strand exchange inhibitors, primary screen, biochemical, fluorescence. hRad51 DNA strand exchange, fluorescence dequenching. inhibition, % at 10 µM. 200,000 tested, 0.085% active;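 active means inhibition above 40% at the single screening dose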;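 further: 0% = DMSO control wells and 100% = blanks with heterologous ssDNA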
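System: hRad51 filaments on single-stranded DNA; reagent: Fluorescein- and BHQ1-tagged 47-mer duplex; compound dosing: one concentration, 10 µM final; timing: filaments 15 min 37 °C, then compound 30 min; measured by: fluorescein emission 520 nm, excitation 485 nm; benchmarks: per-plate controls and blanks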
EBV gp42 inh: Epstein-Barr virus gp42 inhibitors, primary screen, biochemical, uHTS, fluorescence polarization; inhibition, % (tested at 21.74 µM); AID 1085, 2008; Fluorescence polarization binding assay, mP read-out; 220,000 tested, 0.42% active; Glycoprotein 42 (Epstein-Barr virus (strain AG876)), Q1HVG2; in the data active means inhibition above about 50%
Target sequence (Q1HVG2 whole entry, looked up): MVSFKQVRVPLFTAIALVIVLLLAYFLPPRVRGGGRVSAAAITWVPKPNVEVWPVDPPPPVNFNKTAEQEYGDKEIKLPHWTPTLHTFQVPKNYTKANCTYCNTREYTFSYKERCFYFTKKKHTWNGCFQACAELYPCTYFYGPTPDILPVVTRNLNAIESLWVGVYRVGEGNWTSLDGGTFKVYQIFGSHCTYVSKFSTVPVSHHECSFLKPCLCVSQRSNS
Cl transport mod: KCC2 cotransporter modulators, thallium flux, primary screen, cell-based, HEK293 KCC2, FluoZin-2 fluorescence, MLSMR; B-score of Tl+ flux slope (higher = more flux/activation; lower = inhibition) at 10 µM; AID 1456, 2008; Solute carrier family 12 member 5 (Homo sapiens), Q9H2X9; 190,000 tested, 2.2% active; KCC2 cells, thallium flux FluoZin-2 fluorescence;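 active means thallium flux slope and its plate-corrected score both differing from the plate sample mean at a set confidence after two filtering rounds, in either direction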;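 further: slope of fluorescence scaled to starting intensity during 10 to 20 s after thallium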
Furin inhibitor: human furin inhibitors, primary screen, biochemical, fluorescence intensity. P09958. purified furin, fluorogenic substrate cleavage. inhibition, % at 30 µM. 220,000 tested, 0.061% active; in the data active means inhibition above about 25%; further: inactives centre near -15
Target sequence (P09958 108-714 limits assumed): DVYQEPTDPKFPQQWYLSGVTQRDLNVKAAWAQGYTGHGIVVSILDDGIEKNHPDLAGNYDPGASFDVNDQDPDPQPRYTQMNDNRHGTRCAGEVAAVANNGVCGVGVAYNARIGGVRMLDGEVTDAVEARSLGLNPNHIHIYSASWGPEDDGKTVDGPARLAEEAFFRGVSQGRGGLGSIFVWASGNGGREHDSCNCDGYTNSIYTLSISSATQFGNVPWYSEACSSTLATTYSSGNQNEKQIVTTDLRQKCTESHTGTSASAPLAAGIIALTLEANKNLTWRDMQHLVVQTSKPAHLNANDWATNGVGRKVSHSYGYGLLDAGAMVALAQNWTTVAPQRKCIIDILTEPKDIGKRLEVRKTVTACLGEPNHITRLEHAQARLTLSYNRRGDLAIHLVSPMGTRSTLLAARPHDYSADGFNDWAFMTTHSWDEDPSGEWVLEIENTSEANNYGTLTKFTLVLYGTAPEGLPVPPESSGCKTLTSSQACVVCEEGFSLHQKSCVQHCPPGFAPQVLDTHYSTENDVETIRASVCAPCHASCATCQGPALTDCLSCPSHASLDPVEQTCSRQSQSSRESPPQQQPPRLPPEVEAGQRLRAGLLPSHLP
p47phox inh: p47phox/p22phox peptide binding inhibitors, primary screen, biochemical, uHTS, NADPH oxidase regulatory subunit; Neutrophil cytosol factor 1 (Homo sapiens), P14598; fluorescence polarization, 2 h; inhibition, % at 24.7 µM; 220,000 tested, 0.53% active; AID 1274, 2008;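 further: 0% = p47phox with labelled peptide and 100% = labelled peptide alone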
Thrombin inh: human alpha-thrombin inhibitors, primary screen, counter-screen for coagulation protease inhibitor project, biochemical, 1536-well, fluorogenic AMC substrate | Boc-VPR-AMC fluorogenic substrate cleavage | AID 1046, 2008 | inhibition, % at 5 µM | 220,000 tested, 0.26% active | Prothrombin (Homo sapiens), P00734;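 active means inhibition at or above 40%; inactive means inhibition below 40%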;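 further: 0% = enzyme with no compound and 100% = wells without enzyme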
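Material: human alpha-thrombin protein. Incubation: reaction at ambient temperature. Technique: fluorescence of released AMC, ex 355 nm, em 460 nm. Control set: no-compound enzyme wells and no-enzyme blanks. Also added: Boc-VPR-AMC substrate, 15 µM final. Buffer or medium: pH 7.5 Tris (50 mM) with NaCl 150 mM, Tween 20 0.05%.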
14-3-3 Bad PPI: inhibitors of 14-3-3 zeta/Bad binding, primary screen, biochemical, TR-FRET, bovine 14-3-3 zeta; 14-3-3 protein zeta/delta (Bos taurus), P63103; TR-FRET 14-3-3zeta/Dy647-pBad peptide displacement, 1 h; inhibition, % at 21.7 µM; 220,000 tested, 0.71% active;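 active means inhibition above about 70%, limit read from the data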;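 further: 0% = full 14-3-3 plus peptide FRET controls and 100% = background without 14-3-3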
Target sequence (P63103 whole entry, looked up): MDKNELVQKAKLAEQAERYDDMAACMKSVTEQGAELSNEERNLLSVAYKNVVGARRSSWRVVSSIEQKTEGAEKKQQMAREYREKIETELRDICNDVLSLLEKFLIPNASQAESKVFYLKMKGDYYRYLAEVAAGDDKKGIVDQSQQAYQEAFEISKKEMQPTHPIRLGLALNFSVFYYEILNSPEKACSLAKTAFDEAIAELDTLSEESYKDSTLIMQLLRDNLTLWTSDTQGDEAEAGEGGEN
KLK5 inh: human KLK5 protease inhibitors, primary screen, biochemical, 1536-well; 210,000 tested, 0.59% active; inhibition, % at 5 µM; AID 873, 2007; Kallikrein-5 (Homo sapiens), Q9Y337; recombinant hK5, fluorogenic AMC substrate cleavage;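 active means inhibition of 40% or more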;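 further: 0% = enzyme controls without compound and 100% = no-enzyme blanks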
Numbers without * were called inactive; / = no result given; [ ] = another dose, or the depositor's remark.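 How the source made its calls, unless noted: active means inhibition above about 30% (limit read from the data); inactive means the rest.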 Rows are unselected. Share with any hit: about 4.7%.

Labels used below: A = eIF4E 4G PPI; B = Rad51 HR inh; C = EBV gp42 inh; D = Cl transport mod; E = Furin inhibitor; F = p47phox inh; G = Thrombin inh; H = 14-3-3 Bad PPI; I = KLK5 inh
Oc1ccccc1N1CCN(C(=S)NCc2ccccc2)CC1
  A = -2; B = -9; C = -13; D = 2.5; E = -19; F = -16; G = 0; H = -17; I = 5
CC1CCCCC1NC(=O)CN1C(=O)NC(C)(c2ccc(OC(F)F)cc2)C1=O (centres undefined)
  A = -2; B = /; C = -22; D = 0.57; E = -15; F = 2; G = 0; H = -2; I = -3
O=C(COC(=O)c1ccccc1-c1ccccc1[N+](=O)[O-])c1ccccc1
  A = 1; B = 5; C = -2; D = 0.38; E = -8[20 µM]; F = -8; G = -4; H = 4; I = -7
COc1cc2[nH]c(=S)nc(NCCc3ccc(S(N)(=O)=O)cc3)c2cc1OC
  A = 0; B = -28; C = -8; D = 1.2; E = -15; F = -14; G = -3; H = -10; I = -5
O=C(N/N=C/c1ccc(OC(F)F)cc1)c1ccc(CSc2nc3ccccc3[nH]2)cc1
  A = 0; B = -4; C = -6; D = 0.59; E = -20; F = -13; G = -13; H = -6[fluorescence artefact?]; I = -9
COc1cccc(/C=N/n2c(N)c(S(=O)(=O)c3cccs3)c3nc4ccccc4nc32)c1
  A = -19[fluorescence artefact?]; B = 3; C = -5; D = -0.11; E = -18[20 µM]; F = -18; G = -6; H = 13[fluorescence artefact?]; I = -35
CCN1CCN(c2cc3c(nn2)Oc2ccccc2N3C)CC1
  A = -1; B = /; C = -2; D = -1.9; E = -21; F = 13; G = 0; H = 5; I = -18
c1ccc(-c2csc3ncn4nnnc4c23)cc1
  A = -3[fluorescence artefact?]; B = -2; C = -17; D = /; E = -18[20 µM]; F = -7; G = 8; H = -3[fluorescence artefact?]; I = -12
Cc1ccc(N(C(=O)Cn2nnc3ccccc32)C(C(=O)NCc2ccco2)c2ccc(C)o2)cc1 (centres undefined)
  A = 5; B = -2; C = -3; D = -0.95; E = -13; F = -11; G = -1; H = 11; I = 4
O=C(NCc1cccnc1)C(=O)NCC1OCCN1S(=O)(=O)c1ccc(F)cc1 (centres undefined)
  A = 2[fluorescence artefact?]; B = -1; C = -15; D = 0.66; E = -16; F = -7; G = 0; H = -5; I = 5
CCCCCc1cc(=O)oc2c(C(CCN3CCCC(C)C3)c3ccc(OC)cc3)c(OC)cc(OC)c12 (centres undefined)
  A = 1; B = 7; C = -8; D = 0.45; E = -28; F = 13; G = 1; H = 10; I = 3
O=C(O)C1Cc2ccccc2CN1C(=O)COc1ccc(Cl)cc1 (centres undefined)
  A = 6; B = 3; C = -9; D = 0.042; E = -21; F = -3; G = -9; H = -17; I = -5
CC1CCc2nn(CC(=O)NCCN3CCCCC3C)cc2C1 (centres undefined)
  A = 1; B = 3; C = 5; D = 0.57; E = -17; F = -11; G = 4; H = -6; I = -1
O=C(N/N=C/c1ccncc1)c1ccc2c(c1)OCO2
  A = 3; B = 3; C = -103; D = -0.25; E = -8; F = 7; G = -6; H = -13; I = 2
CC(C)(C)c1ccc(/C=C(\C#N)C(=O)NCCN2CCOCC2)cc1
  A = -1; B = -27; C = -12; D = -0.53; E = 7; F = 1; G = -8; H = -3; I = -1
CCCc1nnc(SCC(=O)Nc2ccc(OC)cc2)n1N
  A = -3; B = -5; C = -11; D = 0.49; E = -17[20 µM]; F = -11; G = 4; H = 3; I = -4
O=C(c1ccncc1)N1CCN(c2ccc(F)cc2)CC1
  A = -3; B = 2; C = -16; D = -0.4; E = -9[20 µM]; F = 7; G = -5; H = -10; I = -3
O=C(c1ccc(Cl)nc1)N1CCN(C/C=C/c2ccccc2)CC1
  A = -2; B = 2; C = 1; D = 1.9; E = -35; F = 2; G = 0; H = -23; I = -17
COc1ccc(NC(=O)CC2C(=O)N(C)C(=S)N2Cc2ccco2)cc1 (centres undefined)
  A = 3[fluorescence artefact?]; B = -3; C = -13; D = 0.87; E = -19; F = -19; G = 2; H = -6; I = 2
O=C(CCS(=O)(=O)c1ccccc1)Nc1ccc2c(c1)C(=O)NC2=O
  A = -1; B = /; C = 0; D = 0.013; E = -45; F = /; G = -4; H = 4; I = 1
CN(C)S(=O)(=O)c1ccc(NC(=O)c2cc(-c3cccs3)nc3ccccc23)cc1
  A = 3; B = /; C = -13; D = 0.011; E = -27; F = -32; G = -2; H = -7[fluorescence artefact?]; I = -12
Nc1nonc1-n1nnc(C(=O)N/N=C/c2ccccc2Cl)c1CSc1ccccc1
  A = -10; B = 22; C = -5; D = 0.31; E = -15; F = -4; G = 0; H = 2; I = 6
CC[C@H](C)[C@@H]1NC(=O)c2cc([N+](=O)[O-])cc(F)c2NCCCC[C@@H](C(N)=O)NC(=O)[C@H](CCCCN)NC1=O
  A = -3; B = 1; C = 0; D = 0.26; E = -7; F = 3; G = -2; H = 30[fluorescence artefact?]; I = -13
CCOc1ccc(-n2cc(C(=O)c3cc(Cl)ccc3O)cc(C#N)c2=O)cc1
  A = 0; B = -13; C = -12; D = 0.27; E = -12; F = -55; G = 2; H = -3; I = -9
C/C(=C\c1ccccc1)C(=O)Nc1nccs1
  A = 0; B = -2; C = 4; D = -0.37; E = -21; F = 5; G = -4; H = 2; I = -3
CC1(C)NC(=O)N(CCOc2ccc([N+](=O)[O-])cc2)C1=O
  A = 8; B = -19; C = -21; D = -1.6; E = -13; F = -21; G = 4; H = -2; I = -10
CC(=O)c1cccc(NC(=O)N2CCCC2C(=O)NCCC(C)C)c1 (centres undefined)
  A = -13[fluorescence artefact?]; B = -1; C = -9; D = 0.84; E = -18; F = -5; G = -4; H = -1; I = -2
COC(=O)C1=C(C)NC(=O)/C1=C\c1cc(C)n(-c2cc(C)cc(C)c2)c1C
  A = -16[fluorescence artefact?]; B = 3; C = 19; D = /; E = -11[20 µM]; F = -20; G = -5; H = -8[fluorescence artefact?]; I = 17
CCN(CC)C(=O)c1ccccc1NC(=O)c1cccc(S(=O)(=O)N(CC)CC)c1
  A = 4; B = /; C = -11; D = -0.13; E = -25; F = -5; G = 2; H = -4[fluorescence artefact?]; I = -5
C=CCNC(=O)C12CCC(C)(C(=O)[C@H]1Br)C2(C)C (some centres undefined)
  A = 5; B = -12; C = -21; D = -0.018; E = -3; F = -11; G = 0; H = 6; I = 2
COc1ccc(/C=C/C(=O)N(C)C2CCCCC2)cc1Br
  A = -3; B = 28; C = 6; D = -0.099; E = -16; F = -4; G = 2; H = -7; I = -16
Cc1c(O)ccc2c(CN(C)Cc3ccccc3)cc(=O)oc12
  A = -1; B = -4; C = 8; D = -6.6*; E = -9; F = -3; G = -3; H = 3; I = 0
CCOC(=O)c1cnn(-c2ccccc2)c1NC(=O)CN1CCOCC1
  A = -1; B = 21; C = -16; D = 1.8; E = -28; F = -10; G = 3; H = -2; I = 4
Cc1nn(-c2ccc(F)cc2F)c(=O)c2noc(C)c12
  A = 0; B = 2; C = -5; D = -0.62; E = -28; F = 1; G = -2; H = -4; I = -8
CC(=O)Nc1ccc(NC(=O)CSc2nc3nc(-c4cccs4)cc(C(F)(F)F)c3c(=O)[nH]2)cc1
  A = -6; B = -1; C = -7; D = -0.81; E = -16; F = -27; G = 3; H = 2; I = 10
Cn1c(C(O)c2ccccc2F)nc(Cl)c1Cl (centres undefined)
  A = -6[fluorescence artefact?]; B = -1; C = -24; D = 2.4; E = -22; F = -4; G = 5; H = -5[fluorescence artefact?]; I = -14
N#C/C(=C\c1ccc([N+](=O)[O-])cc1)c1ccccn1
  A = 1; B = 0; C = -8; D = 0.032; E = -13; F = -2; G = 8; H = 16; I = 0
COc1cc2cc(C(c3nnnn3C3CCCC3)N3CCCCC3)c(=O)[nH]c2cc1OC (centres undefined)
  A = 4; B = -2; C = -8; D = 1.1; E = -68; F = -16; G = -1; H = 3; I = -23
O=C1CCCN1CCCNC(=S)Nc1ccc(F)c(Cl)c1
  A = 0; B = 1; C = 0; D = 0.075; E = -22; F = 5; G = -4; H = -7; I = -5
CCCOc1ccc(CCc2n[nH]c(=S)n2Cc2ccccc2)cc1
  A = 3; B = 7; C = 10; D = -0.4; E = -17[20 µM]; F = -9; G = -3; H = 11; I = -36
C=C(C)Cn1c(SCC(=O)O)nnc1-c1ccc(C(C)(C)C)cc1
  A = 9; B = 5; C = -9; D = 0.85; E = -8[20 µM]; F = 9; G = -4; H = 10; I = -6
CC(CN1CCOCC1)OC(=O)c1ccccc1Br (centres undefined)
  A = 5[fluorescence artefact?]; B = 0; C = -9; D = 0.0066; E = -14; F = -2; G = 2; H = 19; I = -2
Nc1nc(SCC(=O)N2CCCCCC2)[nH]c(=O)c1NC(=O)c1ccco1
  A = 1; B = -1; C = -7; D = 0.47; E = -27; F = -16; G = -5; H = 1; I = 1
CN(C)S(=O)(=O)c1cc(NC(=O)COC(=O)Cc2ccc(Cl)cc2Cl)ccc1Cl
  A = -3; B = /; C = -5; D = -0.011; E = -6; F = -21; G = 3; H = 4; I = -2
COC(=O)c1cccc(NC(=S)Nc2cccc(Cl)c2C)c1
  A = -6; B = 7; C = -5; D = -0.05; E = -19; F = -20; G = -6; H = -4; I = -11
CCOC(=O)c1sc(NC(=O)C(C)Sc2nc(N)cc(=O)[nH]2)nc1C (centres undefined)
  A = 0; B = 0; C = -20; D = -0.6; E = -37; F = -15; G = 1; H = -10; I = 0
NC(=O)c1c(NC(=O)CSc2nnc(-c3ccccc3)n2CC2CCCO2)sc2c1CCC2 (centres undefined)
  A = -3; B = -4; C = -3; D = -0.58; E = -25[20 µM]; F = -13; G = 4; H = -15; I = -17
Nc1nc2c(s1)C(=O)CCC2
  A = 5; B = -2; C = -11; D = 1; E = -19; F = -5; G = -8; H = 5; I = 2
COc1ccc(CC(=O)NCC(=O)N/N=C/c2ccc(C)o2)cc1
  A = 4; B = -7; C = -13; D = -0.0027; E = -24; F = -9; G = -6; H = 3; I = -2
Cc1ccccc1Nc1nc(-c2sc(NC(=O)c3ccc([N+](=O)[O-])cc3)nc2C)cs1
  A = 0; B = -5; C = 2; D = -0.54; E = -7[20 µM]; F = -6; G = 6; H = 65; I = -6
CC1CCN(c2c(NCc3ccc(C(=O)N(C)C4CCCCC4)cc3)c(=O)c2=O)CC1
  A = -3; B = /; C = -4; D = -0.069; E = -8; F = -1; G = -4; H = -5; I = 1

A different layout for 3 compounds above:
SMILES	eIF4E 4G PPI	Rad51 HR inh	EBV gp42 inh	Cl transport mod	Furin inhibitor	p47phox inh	Thrombin inh	14-3-3 Bad PPI	KLK5 inh
C=CCNC(=O)C12CCC(C)(C(=O)[C@H]1Br)C2(C)C (some centres undefined)	5	-12	-21	-0.018	-3	-11	0	6	2
COc1ccc(/C=C/C(=O)N(C)C2CCCCC2)cc1Br	-3	28	6	-0.099	-16	-4	2	-7	-16
Cc1c(O)ccc2c(CN(C)Cc3ccccc3)cc(=O)oc12	-1	-4	8	-6.6*	-9	-3	-3	3	0

High-throughput results (PubChem BioAssay)
